Compound activity as filed in PubChem.
MgcRacGAP inhibition: MgcRacGAP GTPase-activating activity inhibitors, confirmation, biochemical, ADP Hunter fluorescence; Rac GTPase-activating protein 1 (Homo sapiens); MgcRacGAP-stimulated Rac1 GTP hydrolysis, ADP Hunter fluorescence; higher % means a stronger effect; GST-tagged Rac1 F28L mutant substrate; one-dose inhibition, % at 30 µM; IC50 in µM for titrated hits; hit rate 0.6% among 340,000;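 active means first-screen hits whose inhibition reached a set limit at any dose in the follow-up dose series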;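 further: fluorescence reports GDP produced by GAP-driven GTP hydrolysis; strong numbers were not always called active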
GPR55 activation: GPR55 agonists via beta-arrestin recruitment, primary screen, imaging, U2OS cells, beta-arrestin-GFP redistribution (AID 1961). G-protein coupled receptor 55 (Homo sapiens). U2OS GPR55 beta-arrestin-GFP redistribution imaging; higher % means a stronger effect. hit rate 0.048% among 290,000. activation, % at 10 µM; hits with a dose series show EC50 in µM;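 active means activation above 40% with more than 50 cells counted in the well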;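 further: U2OS osteosarcoma cells stably expressing GPR55 and beta-arrestin-GFP; plate controls were DMSO negative control for no effect and LPI positive control for full effect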
SV40 large T antigen: SV40 large T antigen inhibitors, biochemical (AID 1903). SV40 large T antigen ATPase/helicase inhibition assay; higher % means a stronger effect. inhibition, % at 20 µM, or IC50 in µM where a hit was titrated. hit rate 0.39% among 310,000; in the data active means a potency from the dose series; further: strong numbers were not always called active
HIV fusion peptide: inhibitors of HIV fusion peptide binding, primary screen, biochemical, uHTS, fluorescence dequenching (AID 1986) | cell-free peptide binding, fluorescence dequenching, 30 min; higher % means a stronger effect | inhibition, % at 20 µM, or IC50 in µM where a hit was titrated | hit rate 0.3% among 290,000; in the data active means inhibition mostly above about 52%, no sharp cut-off; inactive means mostly below about 76%; further: some results filed as inactive read as strong as hits
KOR beta-arrestin-1: KOR antagonists, beta-arrestin recruitment, cell-based, luminescence, uHTS (AID 1778); Kappa-type opioid receptor (Homo sapiens); KOR beta-arrestin recruitment, luminescence, antagonist mode; higher % means a stronger effect; inhibition, % at 10 µM; hits with a dose series show IC50 in µM; hit rate 0.091% among 290,000; further: strong numbers were not always called active
NOD2 inhibition: NOD2 signaling inhibitors, cell-based, luminescence, uHTS, HEK293 (AID 1566) | HEK293 NOD2/NF-kB luciferase reporter, luminescence; higher % means a stronger effect | one-dose inhibition, % at 4 µM; EC50 in µM for titrated hits | hit rate 0.63% among 290,000; further: many of its hits are not listed in these tables
GPR55 LPI antagonism: GPR55 antagonists blocking LPI-driven arrestin recruitment, primary screen, imaging, U2OS, beta-arrestin-GFP, LPI agonist (AID 2013); inhibition, % at 10 µM; hits with a dose series show IC50 in µM; hit rate 0.13% among 290,000; G-protein coupled receptor 55 (Homo sapiens); U2OS GPR55 beta-arrestin-GFP translocation imaging, LPI antagonism; higher % means a stronger effect;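 active means spots per cell inhibited over 60%, with over 100 cells counted and total cytoplasm intensity under 500,000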;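 further: U2OS cells stably carrying GPR55 and arrestin-GFP stimulated by 5 µM LPI near EC80; imaged beta-arrestin-GFP aggregate spots per cell after agonist stimulation; plate controls were LPI-stimulated DMSO wells for no effect and DMSO wells without LPI for full effect; some results filed as inactive read as strong as hits; confirmed hits need IC50 under 10 µM and bright autofluorescent wells are also inconclusive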
NOD1 inhibition: NOD1 signaling inhibitors, primary screen, cell-based, luminescence, uHTS (AID 1578); NOD1-driven NF-kB luciferase reporter cells, luminescence; higher % means a stronger effect; inhibition, % at 4 µM; hits with a dose series show EC50 in µM; hit rate 1% among 290,000; in the data active means inhibition mostly above about 36%, no sharp cut-off; inactive means mostly below about 34%;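 further: HEK-293T reporter cells stimulated with the NOD1 agonist gamma-tri-DAP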
KOR beta-arrestin-2: KOR agonists, beta-arrestin recruitment, primary screen, cell-based, luminescence, uHTS (AID 1777); Kappa-type opioid receptor (Homo sapiens); KOR beta-arrestin recruitment, luminescence; higher % means a stronger effect; one-dose activation, % at 10 µM; EC50 in µM for titrated hits; hit rate 0.02% among 280,000; in the data active means activation above about 50%, passing the limit was not always enough; further: a part of the inactive calls stands beside numbers as strong as those of hits
* = called active by the depositor; x = not tested or not shown; [ ] = dose if it differs, or a comment. Unless noted, no stated cut-off is given here; in the data, active means inhibition above about 50%; inactive means the rest.

Preview (nine entries):
Order of results – NOD2 inhibition	SV40 large T antigen	GPR55 LPI antagonism	NOD1 inhibition	GPR55 activation	KOR beta-arrestin-2	KOR beta-arrestin-1	HIV fusion peptide	MgcRacGAP inhibition
> CN(c1ccc(C(=O)N2CCN(Cc3ccc4c(c3)OCO4)CC2)cc1)S(C)(=O)=O
  6%	25%	-9%	-19%	0.2%	-4.0%	-2%	0.1%	6%
> O=C(CCc1nnc(C2CCCCC2)o1)N1CCN(Cc2ccccc2)CC1
  -12%	5%	14%	-20%	0.0%	x	-15%[20 µM]	2.2%	6%
> CC(C)=CC(=O)OCc1csc(CC(=O)Nc2ccccc2C)n1
  -1%	25%	8%	-34%	0.1%	1.9%	8%	-0.8%	4%
> O=C(Nc1ccccc1)C1=C[C@@H](C2CC2)C[C@@H](OCc2ccc(CO)cc2)O1
  -41%	2%	-3%	-25%	-0.2%	1.1%	-20%	-0.7%	4%
> CC(=O)N1N=C(C)CC1c1ccc(O)cc1 (stereo not drawn)
  12%	13%	11%	-20%	-0.4%	-1.4%	x	0.8%	4%
> Cc1csc(N2CCCC2=O)n1
  6%	1%	2%	11%	0.5%	0.0%	-16%	-1.3%	7%
> O=C1C2CCCN2C(c2ccccc2)N1c1cccc(Cl)c1 (stereo not drawn)
  -10%	5%	-4%	-48%	-0.2%	2.0%	-13%	1.9%	4%
> N#Cc1nc(-c2ccccc2F)oc1N1CCCCC1
  6%	11%	-13%	1%	-0.1%	-1.2%	-3%	0.8%	-4%
> CC1(C)CC(=O)C(C=NCCN2CCNCC2)=C(O)C1
  -10%	20%	-4%	-40%	0.7%	x	15%[20 µM]	-0.9%	8%

The list itself, from the start:
Order of results – NOD2 inhibition	SV40 large T antigen	GPR55 LPI antagonism	NOD1 inhibition	GPR55 activation	KOR beta-arrestin-2	KOR beta-arrestin-1	HIV fusion peptide	MgcRacGAP inhibition
> CN(c1ccc(C(=O)N2CCN(Cc3ccc4c(c3)OCO4)CC2)cc1)S(C)(=O)=O
  6%	25%	-9%	-19%	0.2%	-4.0%	-2%	0.1%	6%
> O=C(CCc1nnc(C2CCCCC2)o1)N1CCN(Cc2ccccc2)CC1
  -12%	5%	14%	-20%	0.0%	x	-15%[20 µM]	2.2%	6%
> CC(C)=CC(=O)OCc1csc(CC(=O)Nc2ccccc2C)n1
  -1%	25%	8%	-34%	0.1%	1.9%	8%	-0.8%	4%
> O=C(Nc1ccccc1)C1=C[C@@H](C2CC2)C[C@@H](OCc2ccc(CO)cc2)O1
  -41%	2%	-3%	-25%	-0.2%	1.1%	-20%	-0.7%	4%
> CC(=O)N1N=C(C)CC1c1ccc(O)cc1 (stereo not drawn)
  12%	13%	11%	-20%	-0.4%	-1.4%	x	0.8%	4%
> Cc1csc(N2CCCC2=O)n1
  6%	1%	2%	11%	0.5%	0.0%	-16%	-1.3%	7%
> O=C1C2CCCN2C(c2ccccc2)N1c1cccc(Cl)c1 (stereo not drawn)
  -10%	5%	-4%	-48%	-0.2%	2.0%	-13%	1.9%	4%
> N#Cc1nc(-c2ccccc2F)oc1N1CCCCC1
  6%	11%	-13%	1%	-0.1%	-1.2%	-3%	0.8%	-4%
> CC1(C)CC(=O)C(C=NCCN2CCNCC2)=C(O)C1
  -10%	20%	-4%	-40%	0.7%	x	15%[20 µM]	-0.9%	8%
> O=C(CCn1nc(-c2ccc(Cl)cc2)ccc1=O)NCc1cccnc1
  -2%	26%	16%	-39%	-0.1%	2.6%	-52%	-0.1%	-4%
> CCCCCN(C(=O)CCC(=O)OCc1ccc(C(C)(C)C)cc1)c1c(N)n(CCCC)c(=O)[nH]c1=O
  -2%	12%	-4%	-16%	-0.1%	-2.0%	-16%	1.2%	-2%
> COC(=O)C1=C(C)N(Cc2ccco2)C(=O)N[C@H]1c1ccc(Br)cc1
  -4%	6%	9%	-23%	-0.3%	3.2%	-20%	-0.9%	x
> Cc1cc(C)cc(N2C(=O)C3NN=C(C(=O)OCc4ccccc4)C3C2=O)c1 (stereo not drawn)
  9%	4%	6%	34%	0.1%	3.6%	-33%	0.5%	7%
> COc1ccc(CNCCC2(C(C)C)CCOC(C)(C)C2)cc1 (stereo not drawn)
  0%	10%	-7%	-1%	0.3%	-0.4%	-19%	-0.8%	1%
> CN1CC(=O)N(CC(=O)NCc2ccc3c(c2)OCO3)C1=O
  6%	7%	2%	-16%	-0.1%	0.2%	1%	-2.5%	-3%
> CC(C)(C)N(Cc1ccccc1)C(=O)COc1cccnc1[N+](=O)[O-]
  10%	12%	4%	4%	-0.1%	-4.4%	11%	-0.4%	11%
> CC(C)c1ccc(/C=C/C(=O)Nc2nncs2)cc1
  -158%	7%	-14%	-59%	-0.2%	1.3%	-20%	1.8%	2%
> Cc1ccnc(NC(c2ccncc2)c2c(C)[nH]c3ccccc23)c1 (stereo not drawn)
  9%	5%	9%	-40%	0.3%	0.7%	6%	3.3%	4%
> O=[N+]([O-])c1cc(C(F)(F)F)ccc1N1CCCNCC1
  3%	11%	-4%	-18%	0.1%	2.7%	-32%	-1.1%	1%
> O=C(Nc1ccc(F)cc1F)N1CCCN(c2ccc([N+](=O)[O-])cn2)CC1
  5%	12%	3%	1%	0.2%	-5.7%	9%	-1.3%	7%
> CC1CC1C(=O)OCC(=O)NC(=O)NC12CC3CC(CC(C3)C1)C2 (stereo not drawn)
  -12%	1%	-2%	-23%	-0.5%	1.6%	7%	0.9%	-4%
> CCc1ccc(/C=C2/C(=O)NC(=O)N2C(C)=O)cc1
  -21%	12%	-1%	-11%	0.4%	3.2%	-2%	4.5%	5%
> CCC1SC(=NC(=O)c2ccc(Cl)c(Cl)c2)NC1=O (stereo not drawn)
  -17%	1%	-10%	-18%	0.7%	4.5%	11%	3.1%	5%
> CN1CCN(CC(O)COC(c2ccccc2)c2ccccc2)CC1 (stereo not drawn)
  20%	7%	10%	-22%	0.3%	-3.2%	9%	-1.1%	x
> CCN1CCN(S(=O)(=O)c2cc3c(cc2Cl)NC(=O)CO3)CC1
  -2%	1%	-8%	-8%	-0.1%	-3.8%	14%[20 µM]	4.1%	2%
> CC(=O)N1CCN(c2ccccc2NC(=O)c2ccc(-c3cccc([N+](=O)[O-])c3)o2)CC1
  -10%	8%	-6%	-11%	-0.2%	0.1%	-58%	-1.7%	11%
> O=C1c2ccccc2C(Nc2ccccc2)N1c1cccnc1 (stereo not drawn)
  10%	3%	8%	14%	0.2%	-1.0%	-14%	-2.0%	15%
> O=C(N/N=C\C1CC=CCC1)c1ccc(Br)o1 (stereo not drawn)
  -11%	4%	16%	-31%	0.0%	-0.1%	4%	-1.4%	5%
> CCOC(=O)C(C(=O)c1ccccc1)C1CC(C)NC(=S)N1 (stereo not drawn)
  9%	3%	10%	-18%	0.0%	0.1%	-3%	-2.4%	12%
> COc1ccc(CC(=O)Nc2c3c(nn2-c2ccccc2C)CS(=O)C3)cc1 (stereo not drawn)
  7%	2%	-11%	-15%	-0.3%	8.1%	0%	4.0%	9%
> Cc1cc(C)c(C#N)c(N2CCCC2)n1
  2%	27%	-6%	-11%	0.0%	-3.0%	1%	-0.8%	1%
> Cc1nn(-c2nnc(NCc3ccccc3)nn2)c(C)c1Br
  6%	7%	1%	-19%	-0.2%	-3.3%	13%	-1.5%	8%
> COc1ccc(S(=O)(=O)Nc2ccc(F)cc2)cc1N(C)S(=O)(=O)c1ccc(Cl)cc1
  33%	11%	0.91µM*	51%	-0.1%	14%	-1%	1.2%	-2%
> CCCNC(=O)c1onc(CSc2ccccn2)c1C(=O)NCCC
  2%	1%	11%	3%	-0.2%	7.6%	-2%	-0.5%	-1%
> Cc1cccc(OCCNc2nc3c(c(=O)n(C)c(=O)n3C)n2C)c1
  -6%	20%	2%	30%	-0.1%	4.4%	-22%	-4.0%	12%
> COc1cc([N+](=O)[O-])cc(/C=N/NC(=O)C(O)(c2ccccc2)c2ccccc2)c1O
  22%	3%	12%	-4%	-0.3%	-1.7%	-7%[20 µM]	9.6%	10%
> Cn1c(CSc2nc3ccccc3s2)nnc1SCC(=O)NCCN1CCOCC1
  7%	5%	-9%	-2%	0.2%	2.2%	-27%	3.5%	7%
> O=C(NC1CC1)C(Cl)c1ccccc1 (stereo not drawn)
  8%	4%	-11%	-31%	0.3%	-4.3%	-11%	-1.3%	5%
> CCn1c2ccccc2c2nnc(NN)nc21
  -8%	3%	-3%	-19%	-0.1%	5.2%	-8%	-1.8%	15%
> O=C(C1=NN[C@@H]2C(=O)N(c3cccc(F)c3)C(=O)[C@H]12)C(c1ccccc1)c1ccccc1
  4%	1%	8%	-18%	-0.1%	-2.8%	0%	-0.5%	6%
> CCC1(c2ccc(F)cc2)NC(=O)N(CC(=O)Nc2ccc(-c3nc4ccc(C)cc4s3)cc2)C1=O (stereo not drawn)
  -103%	7%	-2%	-65%	0.0%	2.4%	-47%	2.5%	5%
> CC1CN(S(=O)(=O)c2ccc(C(=O)Nc3nnc(-c4ccco4)o3)cc2)CC(C)O1 (stereo not drawn)
  3%	10%	14%	-34%	-0.3%	-5.3%	14%	7.2%	13%
> COc1ccccc1NC(=O)c1c[nH]c2ccccc12
  -36%	11%	8%	-8%	-0.2%	0.9%	-3%	-0.4%	8%
> CCN1CCN(c2ccc(NC(=O)c3cccc(OCc4ccccc4)c3)cc2)CC1
  -5%	9%	2%	16%	-0.1%	-6.2%	37%	0.6%	12%
> COc1ccc2nc(C)cc(N3CCOCC3)c2c1
  4%	6%	5%	8%	-0.1%	-3.2%	-6%	0.0%	9%
> Cc1c(C(=O)Nc2ccc3c(c2)OCO3)sc2nc(-c3ccccc3)cn12
  -13%	4%	2%	-36%	-0.1%	8.9%	12%	-1.4%	3%
> Cn1cnnc1SCc1ccccc1
  -21%	2%	-4%	-10%	-0.1%	-2.2%	5%	-3.1%	8%
> Cc1cc(C(F)(F)F)nc(SCCN2CCCCC2)c1C#N
  11%	22%	-4%	-10%	-0.2%	0.0%	10%	-0.5%	-5%

An excerpt; the hit share may differ from the screen's.
